Screens: PubChem BioAssay, National Center for Advancing Translational Sciences (NCATS)
D3 ag: agonists of human D3 dopamine receptor; P35462; D3R DiscoveRx beta-arrestin cells, luminescence, 90 min; max activation, %; hit rate 0.58% among 410,000; in the data active = max activation above about 30%; also: 0% is about no effect; mostly tested at two doses, the higher about 12 µM
Target sequence (P35462 whole entry, looked up): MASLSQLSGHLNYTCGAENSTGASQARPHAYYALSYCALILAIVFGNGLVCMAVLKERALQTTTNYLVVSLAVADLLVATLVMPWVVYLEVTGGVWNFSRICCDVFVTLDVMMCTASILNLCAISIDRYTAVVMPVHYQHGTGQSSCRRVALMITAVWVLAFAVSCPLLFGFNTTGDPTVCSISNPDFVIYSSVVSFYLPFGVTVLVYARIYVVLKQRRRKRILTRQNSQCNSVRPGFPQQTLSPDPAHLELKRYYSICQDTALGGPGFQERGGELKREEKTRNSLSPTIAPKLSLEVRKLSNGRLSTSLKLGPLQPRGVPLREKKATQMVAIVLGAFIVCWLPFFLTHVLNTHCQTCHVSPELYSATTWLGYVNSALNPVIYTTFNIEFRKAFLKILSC
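Agonist mode: compounds and dopamine controls were applied to plated cells for 90 min at 37 degrees C after an overnight attachment at 1500 cells/well. Luminescent read-out followed 30 - 60 minutes at room temperature with DiscoveRx detection reagent.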
GLP-1R agonist: agonists of human GLP-1 receptor | HEK293 GLP-1R CRE-luciferase, luminescence, 4-6 h; cells express a hypersensitive GLP-1R form | Potency, µM (titrated, usually from 45.6 µM), without a hit: at the top dose activation, usual class: activators | hit rate 0.007% among 380,000 | AID 624172; also: potency is read from the fitted curve at half-maximal effect; % of control where 0% means no effect
Target sequence (P43220 whole entry, looked up): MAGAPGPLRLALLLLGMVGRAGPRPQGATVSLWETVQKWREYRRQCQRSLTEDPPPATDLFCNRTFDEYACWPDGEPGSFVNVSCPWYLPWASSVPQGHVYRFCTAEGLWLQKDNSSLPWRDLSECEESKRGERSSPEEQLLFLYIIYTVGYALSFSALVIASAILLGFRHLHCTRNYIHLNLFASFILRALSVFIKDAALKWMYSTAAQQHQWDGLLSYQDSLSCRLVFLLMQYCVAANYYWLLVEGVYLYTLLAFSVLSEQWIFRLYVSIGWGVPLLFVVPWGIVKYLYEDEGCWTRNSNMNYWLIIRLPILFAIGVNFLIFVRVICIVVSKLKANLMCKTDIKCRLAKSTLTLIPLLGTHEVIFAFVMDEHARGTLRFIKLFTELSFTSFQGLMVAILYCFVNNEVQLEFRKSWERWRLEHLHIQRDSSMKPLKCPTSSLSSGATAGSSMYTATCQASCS
SW480 rerep: DNA re-replication induction in SW480 cells | SW480 DNA re-replication, Hoechst DNA content imaging, 48 h | Potency, µM (series often up to 46.1 µM), without a hit: at the highest dose re-replication activation, hits mostly activators | hit rate 1.8% among 340,000; also: potency is read from the fitted curve at half-maximal effect; % of control where 0% means no effect; nearly all actives have a fitted effect of over 55% in size
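First, 250 cells per well were seeded. Next, compound or vehicle (23 nL) was pinned in, plates sat 48 hr at 37 C. Finally Hoechst was added for 40 min before fluorescence scanning.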
D3 antag: D3 dopamine receptor (human) antagonism. D3R cells, DiscoveRx beta-arrestin luminescence, antagonist mode; stronger effect = lower value. hit rate 2.5% among 360,000. P35462. max response, negative = inhibition, %. AID 652054; in the data active = max response below about -50%; inconclusive = no clear call, values can overlap the other calls; also: % is scaled to controls: 0 for no effect and ±100 for the full control effect; mostly tested at two doses, the higher about 12 µM
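Cells expressing the human receptor were seeded at 1500 cells/well, incubated overnight at 37 degrees C in 5% CO2, then exposed to library compounds with dopamine controls for 90 minutes at 37 degrees C before luminescent detection.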
HT1080 IDH1KD tx: HT-1080 IDH1 knockdown cell toxicity (counter line) | hit rate 2% among 360,000 | Potency, µM (series often up to 46.1 µM), inactives show at the highest dose activity, negative = toxicity, usual class: cytotoxic | HT-1080 IDH1 knockdown viability, ATP luminescence, 48 h;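 also: potency is read from the fitted curve at half-maximal effect; 0% = DMSO wells and -100% = cell-free medium wells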
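Using the IDH1-knockdown HT-1080 line run in the same batch and compound series as the NT line, viability after 48 h at 37 °C was determined by CellTiter-Glo luminescence and expressed as % activity.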
HT1080-NT tox: kills 2HG-producing HT-1080-NT fibrosarcoma cells. HT-1080-NT fibrosarcoma viability, CellTiter-Glo ATP luminescence, 48 h. Potency, µM (highest dose often 46.1 µM), without a hit: at the highest dose activity, negative = less viability, hits mostly cytotoxic. hit rate 1.6% among 360,000;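 also: NT is the 2HG producing partner of a matched IDH1 knockdown line; potency is read from the fitted curve at half-maximal effect; 0% = DMSO-treated cells and -100% = media-only wells without cells; nearly all actives have a fitted effect of over 55% in size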
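A 48-hour cytotoxicity screen used HT-1080-NT cells plated 2 hours before compound delivery. ATP-based CellTiter-Glo luminescence measured viability, normalized to DMSO and no-cell controls.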
IL1B secr inh: inhibitors of inflammasome signaling (IL-1 beta secretion); THP-1 LPS/ATP IL-1B secretion, AlphaLISA, 16 h; stronger effect = lower value; activity change, % at 57.5 µM; hit rate 4.7% among 360,000; in the data active = activity change below about -50%; inconclusive = mostly about -30% to -49%; also: % is scaled to controls: 0 for no effect and ±100 for the full control effect
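THP-1 cells pretreated 1 hr with compounds (up to 57.5 uM final), then stimulated with LPS (250 ng/mL final) plus ATP (1.25 mM final); secreted IL-1B measured by AlphaLISA after 16 hr, decreased signal indicating inhibition.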
KB-3-1 tox: kills parental KB-3-1 adenocarcinoma cells; KB-3-1 viability, CellTiter-Glo ATP luminescence, 72 h; hit rate 1.4% among 400,000; Potency, µM (series often up to 46.1 µM), without a hit: at the top dose activity change, negative = cytotoxic, hits mostly cytotoxic; also: potency is read from the fitted curve at half-maximal effect; % is scaled to controls: 0 for no effect and ±100 for the full control effect; nearly all actives have a fitted effect of over 60% in size
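Viability of parental KB-3-1 cells, measured by CellTiter-Glo luminescence, followed a 72 h incubation at 37 °C with pinned compounds in phenol-red-free DMEM containing 10% FBS.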
KB-V1 MDR tox: KB-V1 MDR subline cytotoxicity. Potency, µM (top dose mostly 46.1 µM), for the others: top-dose activity change, negative = cytotoxicity, hits mostly cytotoxic. KB-V1 MDR cells viability, CellTiter-Glo, 72 h. hit rate 3.4% among 400,000; also: potency is read from the fitted curve at half-maximal effect; % is scaled to controls: 0 for no effect and ±100 for the full control effect; nearly all actives have a fitted effect of over 60% in size
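Cytotoxicity via CellTiter-Glo luminescence after 72 h compound exposure at 37 degrees C. Cells: drug-selected KB-V1 line, DMEM phenol-red free plus 10% FBS. Compounds tested at multiple concentrations; normalized data fitted to concentration-effect curves.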
Active calls of the source: *; ? = inconclusive; . = not tested or not shown; [ ] = another dose, or the depositor's remark. Unless noted, calls follow the shape of the dose curve; as a rule, active = well fitted curve in the direction sought with a large enough effect; inconclusive = small, poorly fitted or top-dose-only effect, or another doubt; inactive = no such curve, though single readings can be large; an effect the other way counts as inactive or inconclusive. Rows are unselected; any-hit rate near 12%.

molecule | D3 antag | KB-3-1 tox | IL1B secr inh | HT1080-NT tox | HT1080 IDH1KD tx | D3 ag | GLP-1R agonist | KB-V1 MDR tox | SW480 rerep
CN1CCN(C(=O)CSc2nnc(COc3ccccc3)o2)CC1 | 11 | -1% | 19 | 0% | 1% | 0 | 6% | -7% | -3%
Cc1cc(C)n(CC(=O)N/N=C/c2cc([N+](=O)[O-])ccc2O)n1 | -56* | ? | 101 | ? | ? | -13 | 2% | ? | ?
COc1cccc(C(c2nnnn2CCc2ccccc2)N2CCN(c3ccccc3)CC2)c1OC (stereo not given) | 4 | ? | -20 | 8% | 7% | -4 | -10% | -22% | -4%[9.22 µM]
CCCCCCCCN1C(=O)[C@H](CC(=O)NCc2ccc(OC)c(OC)c2)C[C@@]2(C(=O)OC)CC(C)(C)CC=C12 | 1 | ? | -78* | ? | ? | -9 | . | 21µM* | .
CCCCN(C(C)=O)C1CC(=O)N(c2ccc(OCCC)cc2)C1=O (stereo not given) | -6 | -5% | 0 | -1% | 1% | -2 | -7% | ? | -5%
COc1ccc(NC(=O)c2ccc(OCc3c(C)noc3C)c(OC)c2)cn1 | 20 | -12% | -12 | 5% | -2% | 6 | 10% | -25% | -3%
CCCCNC(=O)C1(C)CCCCN1C(=O)c1ccc(C)c(F)c1 (stereo not given) | 0 | 0% | 41 | 22% | 5% | -7 | -2% | 1% | .
Cc1csc(NC(=O)CSc2nnc(C)c(=O)n2N)n1 | 24 | -10% | 4 | 13% | 14% | 5 | 1% | 10% | -36%[inhibitor]
COc1ccc(NS(=O)(=O)c2cccc(C(=O)NN=C(C)c3ccco3)c2)cc1 | -28 | 7% | 16 | -7% | -11% | -4 | 5% | 8% | 2%
CC(=O)N1N=C(c2cccs2)CC1c1ccc(Br)cc1 (stereo not given) | 29 | 15% | -22 | 5% | 1% | 0 | 22% | -6% | 21%
O=C(COc1ccc2c3c(c(=O)oc2c1)CCCC3)NCCCN1CCOCC1 | -6 | 14% | 1 | 2% | 14% | -7 | 3% | 4% | -6%
CSc1ncccc1C(=O)NCC1CCCCC1 | -1 | -1% | -12 | 13% | 4% | 2 | 11% | -3% | -7%
Cc1ccccc1NC1=C(Cl)C(=O)OC1OC(C)C (stereo not given) | 4 | -7% | 0 | 0% | 8% | -5 | 1% | -4% | -10%
Cc1c(C2Nc3ccccc3C(=O)N2O)cnn1C (stereo not given) | -18 | -7% | 0 | 6% | 0% | 5 | 6% | 3% | -3%
CCN(CC)C(=O)CN1C(=O)C2(OCC(C)(c3ccccc3)CO2)c2ccccc21 (stereo not given) | -6 | -5% | 12 | -22% | 0% | 5 | 1% | -16% | 10%
CN(C)S(=O)(=O)c1ccc(Cl)c(C(=O)Nc2nc3ccccc3[nH]2)c1 | 1 | 0% | -7 | 0% | -5% | -2 | 2% | -3% | -2%
CN(C)c1ccc(/C=C/C(=O)c2ccc(O)cc2)cc1 | 19 | ? | -106* | -14% | 1% | 4 | 4% | -21% | 18µM*
CC1CCN(C(=O)c2[nH]cnc2C(=O)N[C@@H](C)c2ccccc2)CC1 | 10 | 1% | 21 | 10% | 5% | -6 | -2% | -3% | -8%
CC(C)CN1C(=O)C(=O)N(CC(=O)Nc2cc(Cl)ccc2Oc2ccccc2)C1=O | 6 | ? | 0 | -3% | -13% | -5 | 8% | ? | ?
Cc1ccc(S(=O)(=O)NNC(=O)C2CCN(S(=O)(=O)c3ccc(C)cc3)CC2)cc1 | -7 | -2% | ? | -3% | -5% | -6 | 5% | -6% | 2%
COc1cc2ccccc2cc1C(=O)Nc1ccc2oc(=O)ccc2c1 | 7 | 16% | -4 | -5% | -6% | 3 | 3% | -1% | -18%
COc1ccc(S(=O)(=O)N2CN(Cc3ccco3)c3nc4ccccc4nc32)cc1 | 18 | -31% | 25 | ? | ? | -23 | 11% | 5.8µM* | ?
CCOCCn1c(C)c(C(=O)OCC)c2cc(O)c3ccccc3c21 | 82 | -18% | 0 | 0% | 7% | 5 | 15% | 2.1µM* | -1%
CCOc1cc2c(cc1OCC)C(c1ccccc1OC)OC(=O)C2 (stereo not given) | 0 | 11% | 8 | 1% | 2% | 2 | -3% | 0% | -2%
N#Cc1nc(-c2cccs2)oc1N1CCN(Cc2ccccc2)CC1 | -75* | -2% | -1 | ? | -2% | -43 | -1% | -27% | 4%
CC(C)C(c1nnnn1Cc1ccc(F)cc1)N1CCN(Cc2ccc3c(c2)OCO3)CC1 (stereo not given) | -22 | -28% | ? | -24% | -16% | -12 | -8% | -1% | ?
Cc1ccc(S(=O)(=O)CC(=O)Nc2ncc([N+](=O)[O-])s2)cc1 | -3 | -3% | 26 | -10% | -2% | -5 | 2% | 4% | -2%
C#CCn1c(=NC(=O)c2cccs2)sc2cccc(OCC)c21 | 1 | -3% | 43 | -6% | 9% | -3 | -3% | -4% | 3%
CCC(C)(NC(=O)c1ccccn1)C(=O)NC1CCCCC1 (stereo not given) | 0 | 19% | -17 | 18% | 23% | 5 | -4% | 14% | 1%
O=C1C(=Cc2cn(-c3ccccc3)nc2-c2ccc(OCc3ccccc3F)cc2)SC(=S)N1CCS(=O)(=O)O | 34 | -1% | ? | ? | ? | -2 | 2% | 5% | .

An excerpt from above in order of length of the SMILES, low to high.
molecule | D3 antag | KB-3-1 tox | IL1B secr inh | HT1080-NT tox | HT1080 IDH1KD tx | D3 ag | GLP-1R agonist | KB-V1 MDR tox | SW480 rerep
CN(C)c1ccc(/C=C/C(=O)c2ccc(O)cc2)cc1 | 19 | ? | -106* | -14% | 1% | 4 | 4% | -21% | 18µM*
N#Cc1nc(-c2cccs2)oc1N1CCN(Cc2ccccc2)CC1 | -75* | -2% | -1 | ? | -2% | -43 | -1% | -27% | 4%
CCOCCn1c(C)c(C(=O)OCC)c2cc(O)c3ccccc3c21 | 82 | -18% | 0 | 0% | 7% | 5 | 15% | 2.1µM* | -1%
Cc1ccc(S(=O)(=O)CC(=O)Nc2ncc([N+](=O)[O-])s2)cc1 | -3 | -3% | 26 | -10% | -2% | -5 | 2% | 4% | -2%
CC1CCN(C(=O)c2[nH]cnc2C(=O)N[C@@H](C)c2ccccc2)CC1 | 10 | 1% | 21 | 10% | 5% | -6 | -2% | -3% | -8%
CC(C)CN1C(=O)C(=O)N(CC(=O)Nc2cc(Cl)ccc2Oc2ccccc2)C1=O | 6 | ? | 0 | -3% | -13% | -5 | 8% | ? | ?
O=C1C(=Cc2cn(-c3ccccc3)nc2-c2ccc(OCc3ccccc3F)cc2)SC(=S)N1CCS(=O)(=O)O | 34 | -1% | ? | ? | ? | -2 | 2% | 5% | .

Next structures.
molecule | D3 antag | KB-3-1 tox | IL1B secr inh | HT1080-NT tox | HT1080 IDH1KD tx | D3 ag | GLP-1R agonist | KB-V1 MDR tox | SW480 rerep
O=C(Nc1cc(S(=O)(=O)N2CCCC2)ccc1OCC(F)(F)F)c1ccncc1 | 15 | 5% | 10 | 5% | 8% | 2 | -3% | -3% | .
O=C(CCN1C(=O)C2C3C=CC(C3)C2C1=O)Oc1ccc2ccccc2c1 (stereo not given) | 0 | 14% | 15 | -1% | 0% | 0 | 5% | ? | -10%
CCCc1cc(=O)oc2cc(C)cc(OC(C)C(=O)NCC3CCC(C(=O)O)CC3)c12 (stereo not given) | 15 | 0% | 11 | 15% | -4% | 4 | 0% | 9% | -1%
CC(C)c1nc(SCC(=O)Nc2c[nH]c(=O)[nH]c2=O)c2cnn(-c3ccccc3)c2n1 | 3 | -3% | 21 | -11% | -8% | -4 | 18% | 27% | 11%
CC(Nc1ccc(Br)cc1)C(=O)NC(=O)NC1CCCCC1 (stereo not given) | 8 | 5% | 5 | ? | -22% | -1 | 6% | 10% | .
CC(C)(C)NC(=S)N/N=C\c1ccc(-c2ccc([N+](=O)[O-])cc2)o1 | 7 | ? | . | 13% | 4% | 10 | 13% | -22% | 21µM*
CC(NC(=O)Nc1ccc(F)cc1)c1ccc2c(c1)OCO2 (stereo not given) | -12 | 17% | -3 | 4% | 4% | 2 | 10% | ? | 0%
CN(Cc1ccccc1)C(=O)c1[nH]cnc1C(=O)N[C@@H](CCCCNC(=O)OC(C)(C)C)C(=O)OC(C)(C)C | 7 | -24% | ? | -2% | -6% | 0 | 15% | -4% | 1%
CSCCC(NC(=O)/C(=C/c1ccco1)NC(=O)c1ccco1)C(=O)O (stereo not given) | -15 | 2% | . | 3% | -9% | 8 | -1% | -19% | ?
O=S(=O)(/N=C(/c1ccccc1)N1CCCCCC1)c1ccccc1 | -7 | 15% | -9 | 2% | -5% | 0 | 1% | ? | 0%
CC(Sc1nnc(-c2ccc(OC(F)F)cc2)n1N)C(=O)NCC1CCCO1 (stereo not given) | 5 | ? | -4 | 2% | 14% | 6 | -4% | 1% | -1%
Cc1cc(C)c(S(=O)(=O)NC2CC(C)(C)NC(C)(C)C2)cc1Br | -4 | -17% | -15 | -13% | -24% | -9 | -1% | -6% | ?
COc1ccc(C(=O)NCC(=O)OCC(=O)NC(=O)c2ccc(C(C)(C)C)cc2)cc1OC | -24 | 3% | 7 | 2% | 5% | 1 | -4% | -2% | -34%[inhibitor]
